# BRCA1 expr up: activators of BRCA1 expression | MCF7-BRCA1-FFLuc reporter, luminescence, 48 h; response scale: scaled: vehicle 0%, 10 µM genistein 100% | Potency, µM (series often up to 46.1 µM), inactives show at the top dose activation, hits mostly activators | actives 1.1% (n = 380,000) | AID 624202; further: potency means the concentration at half of the fitted maximal effect; nearly all actives have a fitted effect of over 80% in size; some results filed as inactive show a strong effect at the top dose
#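 Compounds are tested at multiple concentrations on MCF7 BRCA1-luciferase reporter cells seeded at 2000 per well; after 48 h, a single luminescence end-point is taken and curves fitted to the normalized data.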
# ELG1 genotox: genotoxicity induction in ELG1-luciferase HEK293T cells; HEK293T ELG1-luciferase reporter, luminescence, 16 h; Potency, µM (top dose mostly 46 µM), for inactives: at the highest dose activity change, positive = activation, hits mostly activators; actives 1.3% (n = 330,000); AID 504466; further: potency means the concentration at half of the fitted maximal effect; % of control where 0% means no effect; nearly all actives have a fitted effect of over 60% in size
#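 Screening used a luciferase reporter fused to human ELG1 in HEK293T cells. Luminescence was read on a CCD plate imager after 16 hr exposure and 30 min ONE-Glo incubation.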
# PKM2 act: activators of human pyruvate kinase M2. Potency, µM (highest dose often 57.5 µM), for inactives: at the top dose activation, most hits filed as activators. purified PKM2, Kinase-Glo ATP luminescence, activation; response scale: 0% is enzyme alone, no compound. actives 0.34% (n = 260,000); further: potency means the concentration at half of the fitted maximal effect; on the % scale 0 is the no-effect control and ±100 the full control effect; nearly all actives have a fitted effect of over 55% in size
# Target sequence (P14618 whole entry, looked up): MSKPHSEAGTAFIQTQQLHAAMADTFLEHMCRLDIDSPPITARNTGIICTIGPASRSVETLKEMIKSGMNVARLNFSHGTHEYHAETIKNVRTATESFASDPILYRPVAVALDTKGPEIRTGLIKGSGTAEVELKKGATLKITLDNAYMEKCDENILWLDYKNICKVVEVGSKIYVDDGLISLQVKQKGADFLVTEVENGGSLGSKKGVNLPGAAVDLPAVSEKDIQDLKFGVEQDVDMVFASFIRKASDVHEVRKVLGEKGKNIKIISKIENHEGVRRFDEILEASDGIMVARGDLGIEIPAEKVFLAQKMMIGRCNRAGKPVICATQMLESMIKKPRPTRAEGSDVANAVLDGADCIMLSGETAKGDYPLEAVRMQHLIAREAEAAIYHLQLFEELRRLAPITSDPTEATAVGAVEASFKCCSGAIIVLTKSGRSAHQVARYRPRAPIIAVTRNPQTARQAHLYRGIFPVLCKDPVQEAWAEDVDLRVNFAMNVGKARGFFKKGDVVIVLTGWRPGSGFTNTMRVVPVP
#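 Purified hPK-M2 (>95%) run at intermediate activity with 0.1 mM ADP and 0.5 mM PEP in 50 mM imidazole pH 7.2, KCl, MgCl2; 1 h room temperature. ATP formed read by Kinase-Glo luminescence; normalized to uninhibited and no-enzyme controls.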
# RORg inh: blocks mouse ROR gamma transcriptional activity. P51450. Drosophila S2 Gal4-RORgamma UAS-luciferase reporter, 20 h. Potency, µM (highest dose often 53.6 µM), inactives show at the highest dose activity change, negative = inhibition, usual class: inhibitors. actives 5.4% (n = 310,000). AID 2551; further: potency means the concentration at half of the fitted maximal effect; on the % scale 0 is the no-effect control and ±100 the full control effect; nearly all actives have a fitted effect of over 60% in size
# Target sequence (P51450 whole entry, looked up, the tested form may be a part): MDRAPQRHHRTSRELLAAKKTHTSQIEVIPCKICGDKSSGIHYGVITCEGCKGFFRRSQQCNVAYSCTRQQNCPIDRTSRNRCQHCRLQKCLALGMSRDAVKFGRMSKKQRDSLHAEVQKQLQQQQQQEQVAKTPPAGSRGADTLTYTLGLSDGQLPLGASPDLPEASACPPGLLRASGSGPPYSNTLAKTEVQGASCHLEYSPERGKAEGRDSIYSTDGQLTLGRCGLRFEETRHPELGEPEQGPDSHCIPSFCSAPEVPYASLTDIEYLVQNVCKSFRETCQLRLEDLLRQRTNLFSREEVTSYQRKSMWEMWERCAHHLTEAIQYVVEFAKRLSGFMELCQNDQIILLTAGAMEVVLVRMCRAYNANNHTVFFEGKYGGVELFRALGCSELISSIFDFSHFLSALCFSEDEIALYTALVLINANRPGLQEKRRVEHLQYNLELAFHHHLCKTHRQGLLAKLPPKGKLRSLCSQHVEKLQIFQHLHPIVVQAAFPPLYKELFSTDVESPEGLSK
#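 A Gal4/UAS one-hybrid system in insect cells: metallothionein-promoter Gal4–ROR gamma fusion plus Photinus luciferase reporter. Copper sulfate 700 uM final, 20 hr ambient incubation, luminescent detection after 10 min with reagent.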
# NPC1 promoter act: activators of NPC1 promoter. Huh7 NPC1 promoter luciferase reporter, 24 h. Potency, µM (doses to about 9.22 µM), inactives show at the highest dose activation, usual class: activators. actives 2.4% (n = 320,000). AID 485313;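 further: potency means the concentration at half of the fitted maximal effect; % of control where 0% means no effect; nearly all actives have a fitted effect of over 60% in size; reporter is driven by a mutant NPC1 promoter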
#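 Luciferase expression driven by the NPC1 promoter was measured in stably transfected Huh7 cells after a 24 h compound incubation, using a luciferase reagent and a luminescence read.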
# FLuc counter: firefly luciferase modulation, counter-screen for miR-21 project. Potency, µM (titrated, usually from 57.5 µM), inactives show at the highest dose activity change, negative = inhibition, hits mostly inhibitors. purified FLuc, Km substrates, luminescence inhibition. P08659. AID 588342. actives 6.9% (n = 360,000);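 further: potency means the concentration at half of the fitted maximal effect; plate controls were vehicle for no effect and reference inhibitor for full effect; nearly all actives have a fitted effect of over 55% in size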
#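 Purified P. pyralis luciferase, 10 nM final, with Km-level 10 uM D-luciferin and 10 uM ATP in 50 mM Tris acetate pH 7.5, 10 mM Mg acetate, 0.01% Tween-20, 0.05% BSA; 6-point qHTS titration about 60 µM downward; luminescence read.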
# Rab9 prom act: Rab9 promoter activation; Huh7 Rab9 promoter-luciferase reporter, luminescence, 24 h; Potency, µM (top dose mostly 9.22 µM), for inactives: at the highest dose activation, negative = inhibition, hits mostly activators; actives 2.8% (n = 320,000); AID 485297; further: potency means the concentration at half of the fitted maximal effect; % of control where 0% means no effect; nearly all actives have a fitted effect of over 60% in size
#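 Huh7 reporter line, Rab9 promoter upstream of luciferase. Compound exposure 24 h at 37 °C in reduced-serum medium with 10% FBS. Read-out: luminescence.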
# p53 reactivation: mutant p53 re-activation in reporter cells | Potency, µM (titrated, usually from 92.2 µM), without a hit: at the top dose activity change, positive = activation, hits mostly activators | actives 0.063% (n = 320,000) | H1299 p53-A138V BP100-luciferase reporter, luminescence, 24 h; further: potency means the concentration at half of the fitted maximal effect; % of control where 0% means no effect; nearly all actives have a fitted effect of over 45% in size
#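 p53-null H1299 cells stably carrying temperature-sensitive p53-A138V and a BP100-luciferase reporter were pinned with compounds (4-point, 1:5 series) and held 24 hrs at 37 deg C. Luminescence was read 10 min after detection reagent.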
# Menin MLL FP TR: displaces Texas Red mutant MLL peptide from human menin; AID 1768; actives 0.23% (n = 270,000); Potency, µM (top dose mostly 61.6 µM), for the others: at the highest dose FP activity change, negative = inhibition, hits mostly inhibitors; Menin + Texas Red MLL mutant peptide, fluorescence polarization; O00255; active means well fitted inhibition curve with a large enough effect in the polarisation, with a control signal flat, not every such curve was filed as active; inconclusive means small, poorly fitted or top-dose-only effect, or effect the other way, or a change in a side signal; inactive means no such curve, though single readings can be large or run the other way; the % refers to the polarisation; further: potency means the concentration at half of the fitted maximal effect; % of control where 0% means no effect; many of its hits are not listed in these tables
# Gal4-VP16 FLuc: Gal4-VP16 reporter inhibition counter-screen. Drosophila S2 Gal4-VP16 UAS-luciferase, luminescence, 20 h. actives 3.5% (n = 310,000). Potency, µM (doses to about 53.6 µM), for inactives: at the top dose activity, negative = inhibition, hits mostly inhibitors;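 further: Gal4-VP16 expression switched on by copper sulfate through the metallothionein promoter; potency means the concentration at half of the fitted maximal effect; on the % scale 0 is the no-effect control and ±100 the full control effect; nearly all actives have a fitted effect of over 50% in size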
# Giardia kill: kills Giardia lamblia | Giardia lamblia trophozoite viability | activity change, % at 7.66 µM, hits read low | actives 0.15% (n = 340,000) | AID 540267; in the data active means activity change below about -80%; inconclusive means between about -30% and that limit;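 further: parasites exposed to compound for two days anaerobically before the ATP read; on the % scale 0 is the no-effect control and ±100 the full control effect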
#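 Compounds were tested on trophozoites seeded at 100 cells/well and held 48 hrs at 37 deg C anaerobically. An ATP-based luminescent kit measured the remaining live cells.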
# Numbers without * were called inactive; ? = inconclusive; · = no result given; [ ] = remark or other dose. Unless noted, the call rests on the fitted dose curve; in most records, active means well fitted curve in the direction sought with a large enough effect; inconclusive means small, poorly fitted or top-dose-only effect, or another doubt; inactive means no such curve, though single readings can be large; an effect the other way counts as inactive or inconclusive. Some of the compounds tested (hit frequency here may not be typical).
# Order of values: ELG1 genotox	BRCA1 expr up	PKM2 act	RORg inh	Gal4-VP16 FLuc	Rab9 prom act	Menin MLL FP TR	NPC1 promoter act	Giardia kill	FLuc counter	p53 reactivation
> CCc1nc(-c2ccccc2)c2ccccn12
  -2%	-3%	-4%	4%	11%	1%	1%	-3%	-7	-17%	2%
> O=C(CNC(=O)c1cccs1)NCC(=O)OCc1c(F)cccc1Cl
  -1%	-4%	-6%	1%	13%	6%	-5%	-3%	-2	-9%	0%
> O=C(/C=C/c1ccccc1)c1ccc2c(c1)OCCCCO2
  ?	2.2µM*	-3%	?	?	1.1µM*	?	1µM*	-15	0.38µM*	?
> O=C(CC1SC(=NCC2CCCO2)NC1=O)Nc1cccc2ccccc12 (centres undefined)
  0%	-17%	2%	19%	-15%	-4%	-7%	-2%	?	5%	-8%
> C=CCNC(=O)CSc1nc2sc3c(c2c(=O)n1CCCOC)CCC3
  1%	-10%	-3%[11.5 µM]	1%	2%	5%	-21%	-4%	33[activator]	-1%	-19%
> O=C(COc1ccccc1)OCC(=O)c1ccc(O)cc1O
  0%	0%	·	·	·	3%	·	-9%	-7	?	12%
> CCOC(=O)C1=C(C)NC(SCC(N)=O)=C(C#N)C1c1ccccc1 (centres undefined)
  5%	-25%	3%	-35%	-9%	0%	·	-4%	13	0%	-2%
> COc1ccc(C)cc1NC(=O)c1cc2c(=O)n3ccccc3nc2n1C
  3%	-1%	-5%	0%	1%	-1%	-6%	-6%	6	-1%	-3%
> O=C(CCC1CCCCC1)NCCN1C2=NC[C@H](Cc3ccccc3)N2C[C@H]1Cc1ccc(O)cc1
  -5%	-12%	-5%	17%	?	-1%	?	-2%	-11	0%	-3%
> O=C(COC(=O)C1CC1)NC(=O)c1ccccc1
  3%	-10%	·	·	·	-4%	·	-4%	11	-22%	0%
> Cc1cnc(Nc2nc3ccccc3o2)nc1C(=O)Nc1cccc(C(F)(F)F)c1
  ?	-37%	3%	?	?	-16%	-12%	-10%	1	0%	5%
> O=C(COc1ccc(Br)cc1)NCCCNC(=O)c1cccnc1
  2%	-2%	-2%	-2%	4%	13%	1%	0%	3	0%	?
> Cc1cccc(CS(=O)(=O)c2ncc(Cl)c(C(=O)Nc3ccc(F)cc3)n2)c1
  -19%	-48%	·	6.3µM*	3.2µM*	-23%	·	-36%[inhibitor]	-6	-5%	-27%
> CCOc1cc(/C=C2/C(=N)N3OC(C)=CC3=NC2=O)ccc1OC
  0%	5%	3%	3%	21%	-2%	-3%	-4%	-11	0%	-1%
> O=S(=O)(/N=C(/c1ccccc1)N1CCCCCC1)c1ccccc1
  -1%	-15%	2%	-17%	2%	-5%	0%	-2%	6	3%	0%
> COc1ccc(C)cc1C1=Nc2ccccc2C1(C)C
  2%	-15%	-2%	13µM*	?	2%	7%	-3%	2	-5%	6%
> COc1ccc(NC(=O)/C(C#N)=C/c2ccc(-c3ccc(Cl)c(C(=O)O)c3)o2)cc1
  ?	31%	1%[11.5 µM]	11µM*	?	3.5µM*	?	?	?	0.48µM*	18%
> CCC(C)(C)C1CCc2[nH]nc(C(=O)NCc3ccccn3)c2C1 (centres undefined)
  -2%	-17%	·	·	·	1%	·	0%	-2	-11%	0%
> CCOc1ccc(NC(=O)c2ccc3c(c2)C(=O)N(Cc2ccncc2)C3=O)cc1
  1%	2%	·	·	·	-4%	·	-7%	9	?	3%
> CCN(CC)c1ccc(NC(=O)c2ccccn2)cc1S(=O)(=O)Nc1ccccc1OC
  -3%	-38%	·	·	·	-2%	·	-2%	-11	?	-2%
> CC(C)n1c(SCC(=O)NC2CC2)nnc1C1CC1
  4%	5%	-5%	-8%	-5%	14%	·	15%	-8	7%	-3%
> COc1ccc(/C=C/C2=NN(C)C(=O)CC2)cc1
  ?	50%	-34%	-22%	-27%	2.8µM*	2%	2µM*	-13	11µM*	8%
> COc1cccc(N2CCN(C3CC(=O)N(c4ccc(Cl)cc4)C3=O)CC2)c1 (centres undefined)
  6%	1%	0%	20%	3%	0%	20%	-3%	-22	3%	3%
> COC(=O)CCSC(=S)N1CCOCC1
  -3%	13%	0%	2%	3%	-4%	·	0%	-18	?	8%
> Cc1cc(C(=O)N/N=C2\CCCC(=O)C2)c(C)n1-c1ccccc1
  8%	60%	8%	?	?	27%	-12%	18%	0	?	26%
> O=C(c1ccccc1)c1nn(-c2ccccc2)c2nnc(Cc3ccccc3)c(=O)n12
  0%	-98%[inhibitor]	-3%	12%	-7%	-1%	3%	-21%	-1	-2%	-5%
> CCn1cnc2cc(NS(=O)(=O)c3ccc(C)cc3)ccc21
  -6%	-24%	-6%	37%	3%	-2%	-10%	-1%	7	3%	1%
> O=C(Cn1cc[n+](CC(=O)c2ccc(Cl)cc2Cl)c1)c1ccc(Cl)cc1Cl
  -9%	-87%[inhibitor]	18%	6%	-1%	-3%	·	1%	4	0%	-5%
> O=C(Nc1ccccc1C(=O)N1CCCC1)C1CCN(c2ncccn2)CC1
  1%	1%	-4%	1%	-11%	5%	-9%	-2%	9	0%	-4%
> CC(=O)Nc1cc(C(F)(F)F)ccc1OCC1CCCO1 (centres undefined)
  0%	-6%	-5%	34%	-3%	-9%	-2%	-2%	4	0%	-5%
> CCOC(=O)N1CCC(N2Cc3cccc(C(=O)N4CC(C)CC(C)C4)c3C2=O)CC1 (centres undefined)
  1%	-74%	-15%	20%	2%	-9%	-7%	-6%	4	-1%	-8%
> Cc1cc(-c2nc3ncccc3o2)ccc1NC(=S)NC(=O)C(C)C
  8%	24%	-7%	-24%	-5%	-2%	?	5%	2	3%	-3%
> COc1ccc(CN(C(=O)COc2ccccc2)c2ccccc2C(=O)O)cc1
  -2%	6%	0%	15%	-3%	0%	·	-3%	11	-3%	1%
> CCN(CC)C(=O)c1cc(-c2ccc(Br)cc2)on1
  ?	7.9µM*	-1%	14%	-6%	3.2µM*	-3%	2µM*	-9	9.5µM*	?
> COc1ccc2occ(C(=O)c3ccc(N=C(C)N(C)C)cc3)c2c1
  ·	58%	7%	0%	25%	·	10%	·	29	?	·
> O=C(N/N=C/c1ccco1)C1(O)c2ccccc2-c2ccccc21
  -2%	-3%	-1%	?	1%	-2%	·	-2%	-9	-1%	-2%
> COc1ccccc1N1CCN(C(=O)C2CCC(CNS(=O)(=O)c3ccc(NC(C)=O)cc3)CC2)CC1 (centres undefined)
  -3%	-5%	·	11%	1%	-3%	15%	-4%	-22	1%	-4%
> Clc1ccc(Cl)c(OCCN2CCOCC2)c1
  -2%	-12%	-14%	2%	8%	-5%	-16%	-2%	10	1%	-2%
> CCCN(Cc1ccccc1)C(=S)Nc1cccc(C)c1C
  1%	-29%	-2%	?	-5%	1%	-13%	-3%	8	3%	-3%
> Cc1ccc(S(=O)(=O)NCC(c2cccnc2)N2CCOCC2)cc1 (centres undefined)
  1%	-14%	-3%	-5%	4%	-1%	-9%	-5%	7	0%	3%
> O=C(Cc1ccccc1)Nc1cccc(NC(=O)c2ccccc2)c1
  2%	-30%	1%	28%	2%	-4%	24%	-2%	-15	?	-7%
> Cn1c(-c2ccccc2)nc2cnccc21
  1%	1%	-8%	1%	-2%	0%	·	0%	-12	-4%	3%
> CCN(CC)CCCNC(=S)N(CCCO)Cc1cc2cc3c(cc2[nH]c1=O)OCO3
  1%	-3%	-3%	0%	3%	-3%	6%	-1%	0	-4%	?
> COC(=O)c1ccc(CNC(=O)COc2ccccc2Br)o1
  5%	13%	0%	23%	15%	-3%	0%	-2%	5	-1%	-8%
> CCCCNC(=O)Nc1ccon1
  2%	-8%	12%	36%	4%	-9%	-10%	0%	-9	1%	1%
> CSC1=NCCN1C(=O)Cc1cccc2ccccc12
  -2%	46%	?	13%	6%	0%	·	-1%	?	2%	0%
> C=CC[C@]12CCc3sccc3C1N(c1ccc(C(=O)OCC)cc1)C2=O (some centres undefined)
  -5%	0%	·	·	·	-4%	·	-1%	-20	-2%	-2%
> NNc1ccc(Cl)c(C(=O)O)c1
  ?	11µM*	-3%	-12%	17%	1.3µM*	·	1.3µM*	-2	12µM*	?
> N#Cc1ccccc1Sc1ccccc1C(=O)OCC(=O)NC1CCCCC1
  7%	-12%	1%	45%	-1%	0%	7%	-1%	-15	1%	-6%

# Bioassay records (PubChem)
